ALOX12 inh: blocks human arachidonate 12S-lipoxygenase; 580,000 compounds, 1.1% hits; AID 1671190; Potency, µM (top dose mostly 108 µM), for inactives: at the top dose activity change, negative = inhibition, hits mostly inhibitors; P18054; purified 12hLO, xylenol orange hydroperoxide absorbance; active = well fitted inhibition curve with a large enough effect; inconclusive = small, poorly fitted or top-dose-only effect, or another doubt; inactive = no such curve, though single readings can be large or run the other way
Target sequence (P18054 whole entry, looked up): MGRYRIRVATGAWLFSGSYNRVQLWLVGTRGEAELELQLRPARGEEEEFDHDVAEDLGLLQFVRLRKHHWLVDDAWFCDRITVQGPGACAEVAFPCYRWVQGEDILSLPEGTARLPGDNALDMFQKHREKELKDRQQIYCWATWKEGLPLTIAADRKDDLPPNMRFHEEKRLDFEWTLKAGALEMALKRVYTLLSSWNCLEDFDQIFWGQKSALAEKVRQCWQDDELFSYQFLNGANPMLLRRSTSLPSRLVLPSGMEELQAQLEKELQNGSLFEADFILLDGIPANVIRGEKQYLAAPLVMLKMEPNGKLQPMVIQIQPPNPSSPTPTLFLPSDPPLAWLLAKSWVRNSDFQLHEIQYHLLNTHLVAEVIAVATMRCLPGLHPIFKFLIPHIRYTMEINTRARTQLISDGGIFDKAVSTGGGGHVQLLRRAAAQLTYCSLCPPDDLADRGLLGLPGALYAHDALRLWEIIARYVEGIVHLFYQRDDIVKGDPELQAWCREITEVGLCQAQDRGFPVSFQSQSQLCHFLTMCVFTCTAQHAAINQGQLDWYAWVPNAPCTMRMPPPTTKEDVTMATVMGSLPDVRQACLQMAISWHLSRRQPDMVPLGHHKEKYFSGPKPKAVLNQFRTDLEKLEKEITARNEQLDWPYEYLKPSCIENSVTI
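Purified human 12hLO at 150 nM in 25 mM Hepes, 0.01% Triton X-100, pH 7.0, preincubated 15 min at room temperature with compound. Reaction started with 40 uM arachidonic acid, 30 min at room temperature. Hydroperoxide measured by Fe-xylenol orange, 573/405 nm absorbance ratio.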
* hit, by the source's call; u = inconclusive; [ ] = remark or other dose. % is set by controls: 0 for no effect and ±100 for the full control effect; potency is the fitted concentration of half-maximal effect. Not all compounds are listed; count on the stated rates, not on these rows.

item | compound | ALOX12 inh
1 | CCOc1ccccc1/C=C(/C#N)C(=O)c1cccc(OC)c1 | -46%
2 | COc1cccc(N2C(=O)NC(=NC3CCCCC3)C23CCN(CC2CC2)C3)c1 (stereo not drawn) | 10%[6.33 µM]
3 | CCN(CCn1cccn1)C(=O)c1ccc2nc(-c3ccc(F)cc3)cn2c1 | 18%
4 | COc1ccc(C(=O)N2CCC(Oc3ccccc3)C2)cc1 (stereo not drawn) | 21%
5 | O=C([C@@H]1Cc2nc[nH]c2CN1Cc1ccc(C(F)(F)F)cc1)N1CCOCC1 | 22%[176 µM]
6 | COc1ccc(C(=O)N2CCCCCNC(=O)[C@H]3C[C@H](C(=O)N4CCc5ccccc5C4)C[C@H]32)cn1 | 39%[activator]
7 | Cc1ncsc1C(=O)NCc1cccs1 | u
8 | COc1ccc(-c2c(C)c3ccc(OCC(=O)OC(C)C)cc3oc2=O)cc1 | -3%
9 | CC1(CCCCN2CCOCC2)COc2ccc(C(=O)Nc3ccc(Cl)cc3)cc2N1 (stereo not drawn) | u
10 | Cc1cc(C(=O)N2C[C@@H](F)C[C@H]2C(=O)N2CCc3ccccc3C2)n(C)n1 | 24%
11 | COC(=O)c1ccc2oc(=O)c(S(=O)(=O)c3ccc(F)cc3)cc2c1 | 3%
12 | O=C(c1coc(CN2CCN(C/C=C/c3ccccc3)CC2)n1)N1CCC[C@H]1CO | 70%[activator]
13 | O=C(C1CC1)N1CCN2C(=O)N(Cc3ccc(F)cc3)C[C@H]2C1 | 16%[176 µM]
14 | O=C(Cc1ccccc1Cl)N1CCC(Cc2nc(-c3ccccc3)no2)CC1 | 5%
15 | CCC(=O)N1CCCCCCNC(=O)[C@@H]2CCC[C@@H]21 | 28%
16 | CCOc1c(/C=C/c2ccc3cccc(O)c3n2)cccc1OC | -27%
17 | COc1ccccc1CNC(=O)Cn1ccc2cc(Cl)ccc21 | 1%
18 | COc1ccc(NC2C(c3ccc(OC)cc3)=Nc3ccccc3-n3nnnc32)cc1 (stereo not drawn) | u
19 | Cc1cc(NC(=O)c2ccc3c(c2)OCCN(CCC(F)(F)F)C3)ccc1F | 20%[176 µM]
20 | CCc1cc(C(c2ccc(OC)cc2)N2CCOCC2)c(NC(=O)c2ccco2)s1 (stereo not drawn) | 7.1µM*
21 | O=C(Nc1ccc2ccccc2n1)c1ccc(S(=O)(=O)N2CCCCC2)cc1 | -6%
22 | COc1cccc(N2C(=O)NC(=NC3CCCC3)C23CCCN(C(=O)c2ccccc2)C3)c1 (stereo not drawn) | 7%[6.33 µM]
23 | O=C(CCNc1c(-c2cccc(F)c2)nc2cnccn12)NCC1CCCO1 (stereo not drawn) | 0%
24 | CC(C(=O)Nc1cccc(Cl)c1Cl)N1CCN(c2ccccc2O)CC1 (stereo not drawn) | 3%
25 | COc1cccc(Nc2ncc3c(n2)C(C)(C(=O)NCCCn2ccnc2)CC3)c1 (stereo not drawn) | 27%[176 µM]
26 | COC(=O)CNC(=O)N1CCC(N2C(=O)C(OCC3CC3)C23CCCCC3)CC1 (stereo not drawn) | u
27 | O=c1c2c(-c3cccs3)csc2nc(CN2CCOCC2)n1CCOc1ccccc1F | 8%
28 | Cc1nc(NC(=O)c2cc(F)ccc2Br)sc1C | 2%
29 | CN(C)[C@H]1CCCCN(C(=O)CCc2ccc(-c3ccc(Cl)cc3)[nH]2)C1 | 1%
30 | O=C(Nc1cccn2nc(C3CCC3)nc12)c1ccc(F)cc1Cl | 74%[activator]
31 | COC(=O)CNC(=O)c1cc(-c2ccccc2OC)nc2c1cnn2C | 0%[6.33 µM]
32 | CCCN1C(=O)CC[C@H]2CN(C(=O)Cc3cnc(C)[nH]c3=O)CC[C@H]21 | 6%
33 | CCN1c2cc(C(=O)Nc3ccc(C)cc3C)ccc2C(=O)N2CCCCCC21 (stereo not drawn) | -10%
34 | CCOc1ccc(C(=S)N2CCN(CCO)CC2)cc1OC | -3%
35 | FC(F)(F)CN1C2CCC1CN(c1cncc(Cl)n1)C2 | 1%[6.33 µM]
36 | CCCCCCN1CCS(=O)(=O)N(Cc2ccc(C(F)(F)F)cc2)C(C(=O)OC)C1 (stereo not drawn) | 22%
37 | COc1ccccc1-c1nc(C(=O)N2CCOCC2)n2ccncc12 | -8%[6.33 µM]
38 | COc1c(Cl)cc(Cl)cc1/C=C(\C#N)c1nc2ccc(C)cc2[nH]1 | u
39 | CCc1nc(-c2c3n(c(=O)n(Cc4ccc(C(=O)OC)cc4)c2=O)CCCC3)no1 | 18%
40 | CCn1ncc(C(=O)N2CCCn3ccnc3C2c2cnn(C)c2)c1C (stereo not drawn) | 34%
41 | O=C(c1cccc(Cl)c1)N1CCC2(CC1)NCc1ccccc1NC2=O | 4%[6.33 µM]
42 | Fc1ccc(-c2cnc(CN3CCN(c4ccccc4)CC3)o2)cc1 | -7%
43 | O=C(CC1C(=O)N(C2CCCCC2)c2nc3ccccc3n21)Nc1ccc(F)c(F)c1 (stereo not drawn) | u
44 | CC(C)[C@@H](C(N)=O)N1CC[C@H]2CN(C(=O)Nc3ccccc3)CC[C@H]2CC1=O | 6%[176 µM]
45 | CSc1ccccc1C(=O)Nc1c(C)cccc1C(C)C | u
46 | COc1cccc(/C=C/C(=O)Oc2ccc(C#N)cc2OC)c1 | u
47 | Cc1noc(C)c1-c1nccc2c(=O)cc(N(C)c3ccccc3)oc12 | 3%[176 µM]
48 | O=C1C2CCCC1C(c1ccccc1)NC2c1ccccc1 (stereo not drawn) | u
49 | Cc1nn2c(NCCN(C)C)cc(C(C)(C)C)nc2c1-c1ccc(F)cc1 | 17%
50 | COc1ccc(C)cc1NC(C)c1nc(-c2ccco2)no1 (stereo not drawn) | -21%

By substructure, the entries above containing a cyano group.
item | compound | ALOX12 inh
1 | CCOc1ccccc1/C=C(/C#N)C(=O)c1cccc(OC)c1 | -46%
38 | COc1c(Cl)cc(Cl)cc1/C=C(\C#N)c1nc2ccc(C)cc2[nH]1 | u
46 | COc1cccc(/C=C/C(=O)Oc2ccc(C#N)cc2OC)c1 | u

Carrying on:
item | compound | ALOX12 inh
51 | COc1cc(CN2CCc3nc(N4CCN(C)CC4)[nH]c(=O)c3CC2)cc(OC)c1OC | 15%
52 | CC1(C)CCC[C@@](C)([C@H]2CC[C@]3(C)[C@@H]2[C@H](O)CC2[C@@]4(C)CC[C@H](O)C(C)(C)[C@@H]4[C@@H](O)C[C@]23C)O1 (stereo partly drawn) | 0%
53 | NC(=O)c1cccnc1OC1CCN(CCc2ccccc2)CC1 | 6%
54 | Cc1ccc(C(=O)Nc2ccc3oc(-c4cccnc4)nc3c2)cc1[N+](=O)[O-] | -11%
55 | CC1(C)CC(=O)C2=C(C1)NC1=C(C(=O)CC(C)(C)C1)C2c1ccc(C#N)cc1 | -21%
56 | O=C(Cc1ccsc1)N1CCC2(CC1)CN(Cc1ccccc1)CC2CO (stereo not drawn) | u
57 | COc1cccc(CC(=O)N2CCCC3(C2)NC(=O)N(Cc2cccc(Cl)c2)C3=O)c1 (stereo not drawn) | 10%
58 | CCOC(=O)CSc1nc2c(c(=O)[nH]c(=O)n2C)n1CC | u
59 | O=C(C[C@@H]1O[C@H](CNCc2cccc(Cl)c2)[C@@H](O)[C@H]1O)NC1CC1 | -34%[176 µM]
60 | CC(C)c1nnc(NC(=O)c2cc(=O)c3cc(Cl)ccc3o2)s1 | -14%
61 | CN(C(=O)c1cnc(N2CCOCC2)c2ccccc12)C1CCCCC1 | -9%
62 | Cc1cccc(C(=O)N2CCC(N3C(=O)C4(CCCC4)C3c3scnc3C)CC2)c1 (stereo not drawn) | 22%
63 | COc1ccc2c(c1)[C@@]1(OCCC=C[C@H]1C)C(=O)N2Cc1ccc(F)cc1 | -1%
64 | c1cncc(C2=NOC3(CCN(CC4CCCCC4)CC3)C2)c1 | 76%[activator][176 µM]
65 | O=C(Cc1ccc(F)cc1)N1CCC2(CC1)COc1ccccc1[S+](=O)([O-])N2 | -3%[6.33 µM]
66 | CN(C)C[C@@H]1CN(c2ccncn2)C[C@H]1NC(=O)c1ccc2ncccc2c1 | 53%[activator]
67 | CCC/C=N/NC(=O)CCCC(=O)N/N=C/CCC | 3%
68 | CC(C)C(=O)N1CCC(C(=O)NCC2(c3ccccc3)CC2)CC1 | 14%
69 | O=C1CCN(C(=O)C2CCN(S(=O)(=O)c3ccccc3)CC2)CCCCCCN1 | 36%[activator]
70 | Cc1ccc(C(=O)O)c(Cl)n1 | -38%
71 | CC(C)C(=O)N1CCN(C(=O)c2cc3ccccc3n2C)CC1 | -29%
72 | Cc1ccc(C2=C(O)C(=O)N(Cc3cccnc3)C2c2cccc(Cl)c2)cc1 (stereo not drawn) | -5%
73 | COCCN1CCCCCC(O)c2cc(C(=O)N(C)Cc3cccnc3)ccc21 (stereo not drawn) | 14%
74 | c1ccc(-c2noc(-c3ccco3)n2)cc1 | 2%
75 | CN(C)S(=O)(=O)c1ccc(C(=O)OCc2csc(-c3ccccc3)n2)cc1 | 2%
76 | CC(C)(C)c1ccc(-c2nc(C#N)c(N3CCOCC3)o2)cc1 | -26%
77 | O=C1COc2ccc(-c3csc(NC4CCCCC4)n3)cc2N1 | u
78 | CNC(=O)[C@@H]1C[C@H](Oc2ccccc2)CN1C(=O)c1ccc(OC)nc1 | 49%[activator]
79 | O=C(Nc1ccc(-c2cnc(C3CC3)o2)cc1)c1cccc(F)c1 | -32%
80 | O=C(c1ccoc1)N1CC(F)(F)C[C@H]1c1nc(-c2ccncc2)no1 | 30%
81 | COC1CN(C2CCN(C(=O)c3sc(C)nc3C)CC2)C12CCOCC2 (stereo not drawn) | 35%[activator]
82 | CC(C)(C)C(=O)N1CCC(F)(c2nc(-c3ccncc3)no2)CC1 | 39%[activator]
83 | CCn1c(=O)n(CC(=O)NCC(=O)Nc2c(C)cccc2C)c2ccccc21 | 27%
84 | COc1ccc(NC(=O)Cc2c(C)c3c(OC)cc(C)cc3oc2=O)cc1 | -1%
85 | CCOc1ccc(C2Cn3nnc(-c4nc(-c5ccc(F)cc5)no4)c3CO2)cc1 (stereo not drawn) | 41%[activator]
86 | Cc1c(C)n(-c2ccccn2)c2ncn3nc(Cc4ccccc4)nc3c12 | -2%
87 | COc1ccccc1-n1cc(C(=O)NC(Cc2ccco2)C(=O)O)cn1 (stereo not drawn) | 5%
88 | CNC(=O)C(C)(C)N1CCC[C@H]1C(=O)N(C)Cc1ccccc1 | -4%[176 µM]
89 | CS(=O)(=O)c1ccc(CN2CC[C@H]3NCCC[C@]3(C(=O)O)C2)cc1 | 1%
90 | CC(=O)NC12CC3CC(C1)CC(C(=O)NCc1ccc(Cl)cc1Cl)(C3)C2 | -21%
91 | O=C(NCc1cccnc1Oc1ccccc1)c1ccncc1 | 24%
92 | COc1cc(SC)ccc1C(=O)N[C@H]1C[C@@](O)(C(=O)N[C@@H](Cc2cccs2)C(N)=O)C[C@@H](O)[C@@H]1O | 30%
93 | O=C(NCc1ccncc1)C1CN(Cc2cccc(Br)c2)CC12CCOCC2 (stereo not drawn) | 72%[activator]
94 | COc1cccc(CNC(=O)c2cccc(Oc3ccccc3)c2)c1 | 34%[activator]
95 | O=C(NC1CCCC1)C1CC(c2ccccc2F)=NO1 (stereo not drawn) | -12%
96 | CCOC(=O)N1CCN(C(=O)CN(c2cc(Cl)ccc2OC)S(C)(=O)=O)CC1 | u
97 | COc1ccc(Cn2c(-c3ccccc3)nc(C)c(CCO)c2=O)cc1F | u
98 | CCCCn1cc(S(=O)(=O)c2ccc(OCC)cc2)c(=O)c2cc(C)ccc21 | u
99 | CC(C)N1C(=O)C2(CCCC2)C1C(=O)Nc1ccncc1 (stereo not drawn) | 35%[activator]
100 | O=C(c1ccc(F)cc1)N1CCCC(c2nc(C3CCOCC3)no2)C1 (stereo not drawn) | 20%

An excerpt of these results, field by field.
53. NC(=O)c1cccnc1OC1CCN(CCc2ccccc2)CC1
  ALOX12 inh: 6%
11. COC(=O)c1ccc2oc(=O)c(S(=O)(=O)c3ccc(F)cc3)cc2c1
  ALOX12 inh: 3%
19. Cc1cc(NC(=O)c2ccc3c(c2)OCCN(CCC(F)(F)F)C3)ccc1F
  ALOX12 inh: 20%[176 µM]
28. Cc1nc(NC(=O)c2cc(F)ccc2Br)sc1C
  ALOX12 inh: 2%

The list continues:
item | compound | ALOX12 inh
101 | CC[C@H]1CN(C(=O)c2ccc(F)cc2)CC[C@H]1CC(=O)NC(C)C | 21%[176 µM]
102 | COC(=O)[C@]12C[C@H](CC(=O)NCc3ccccc3)C(=O)N(Cc3ccc4c(c3)OCO4)C1=C[C@H](C(C)(C)C)O[C@@H]2C | 0%
103 | Cc1ccc(S(=O)(=O)N2CC(c3nc(-c4ccncc4)no3)C2)cc1 | 48%[activator]
104 | CC(=O)NCC(=O)N1CCC2(CN[S+](=O)([O-])c3cnccc3O2)C1 (stereo not drawn) | 1%[6.33 µM]
105 | CN[C@@H]1[C@H](O)[C@H](O[C@@H]2[C@H](O)[C@@H](O[C@H]3O[C@H]([C@@H](C)NC)CC[C@H]3N)[C@@H](N)C[C@H]2N)OC[C@]1(C)O | 0%
106 | COc1cc(C#N)ccc1OC(C)C(=O)c1ccc(Br)cc1 (stereo not drawn) | -27%
107 | CCCCc1cc(=O)oc2c(C)c(OCC(=O)OC(C)(C)C)ccc12 | -31%
108 | COCCNC(=O)c1cc(-c2ccc(OC)cc2)nc2onc(C3CCCN3)c12 (stereo not drawn) | u
109 | CC(=O)c1cccc(NC(=O)CN2CCN(CCc3ccccc3)CC2)c1 | 4%
110 | CC1(CCc2ccccc2)NC(=O)N(NC(=O)CCc2c[nH]c3ccccc23)C1=O (stereo not drawn) | 12%
111 | COc1ccc(CC(=O)N[C@@H]2CN(c3ccncn3)C[C@H]2CO)cc1 | 12%
112 | Cc1ccc(C2Cn3cnc(C(=O)N4CCC(C(=O)NC(C)c5ccccc5)CC4)c3CO2)cc1 (stereo not drawn) | 11%
113 | CCN(CC)Cc1cnc2c(C(=O)N3CCCC3c3ccccn3)cnn2c1 (stereo not drawn) | u
114 | O=C1CC2(CCN(Cc3cccnc3)CC2)Oc2ccccc2N1 | 30%[176 µM]
